Giardia kill = kills Giardia lamblia | Giardia lamblia trophozoite viability | activity change, % at 7.66 µM, hits read low | actives 0.15% (n = 340,000) | AID 540267; in the data active = activity change below about -80%;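 also: parasites exposed to compound for two days anaerobically before the ATP read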
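Compounds were tested on trophozoites seeded at 100 cells/well and held 48 hrs at 37 deg C anaerobically. An ATP-based luminescent kit measured the remaining live cells.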
uPA surface inh = blocks generation of uPA at the cell surface; Potency, µM (top dose mostly 38.3 µM), without a hit: top-dose activity change, negative = inhibition, usual class: inhibitors; actives 0.31% (n = 330,000); cell surface uPA generation assay, qHTS; active = well fitted inhibition curve with a large enough effect; tested in mouse RAW 264.7 cells; also: potency is read from the fitted curve at half-maximal effect; nearly all actives have a fitted effect of over 55% in size
KCNH2 3.1 block = blocks the human KCNH2 3.1 channel isoform | activity change, % (tested at about 1.8 µM) | actives 0.95% (n = 340,000) | AID 720553 | U2OS KCNH2 3.1, thallium flux FluxOr; active compounds read low;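 active = maximum activity change below -70%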;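 also: thallium influx rate constant from kinetic fluorescence after stimulation buffer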
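We transduce U2OS cells with the mutant 3.1 virus, culture them overnight, load FluxOr with Red40 quencher for 45 min, then add stimulation buffer and read kinetically for 2 min to derive a normalized rate constant.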
KCNH2 WT inh = blocks the wildtype human KCNH2 potassium channel. AID 720551. actives 0.37% (n = 340,000). activity change, % at 1.84 µM. U2OS, BacMam KCNH2, thallium flux FluxOr; active compounds read low;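 active = maximum activity change below -70%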
Target sequence (Q12809 whole entry, looked up): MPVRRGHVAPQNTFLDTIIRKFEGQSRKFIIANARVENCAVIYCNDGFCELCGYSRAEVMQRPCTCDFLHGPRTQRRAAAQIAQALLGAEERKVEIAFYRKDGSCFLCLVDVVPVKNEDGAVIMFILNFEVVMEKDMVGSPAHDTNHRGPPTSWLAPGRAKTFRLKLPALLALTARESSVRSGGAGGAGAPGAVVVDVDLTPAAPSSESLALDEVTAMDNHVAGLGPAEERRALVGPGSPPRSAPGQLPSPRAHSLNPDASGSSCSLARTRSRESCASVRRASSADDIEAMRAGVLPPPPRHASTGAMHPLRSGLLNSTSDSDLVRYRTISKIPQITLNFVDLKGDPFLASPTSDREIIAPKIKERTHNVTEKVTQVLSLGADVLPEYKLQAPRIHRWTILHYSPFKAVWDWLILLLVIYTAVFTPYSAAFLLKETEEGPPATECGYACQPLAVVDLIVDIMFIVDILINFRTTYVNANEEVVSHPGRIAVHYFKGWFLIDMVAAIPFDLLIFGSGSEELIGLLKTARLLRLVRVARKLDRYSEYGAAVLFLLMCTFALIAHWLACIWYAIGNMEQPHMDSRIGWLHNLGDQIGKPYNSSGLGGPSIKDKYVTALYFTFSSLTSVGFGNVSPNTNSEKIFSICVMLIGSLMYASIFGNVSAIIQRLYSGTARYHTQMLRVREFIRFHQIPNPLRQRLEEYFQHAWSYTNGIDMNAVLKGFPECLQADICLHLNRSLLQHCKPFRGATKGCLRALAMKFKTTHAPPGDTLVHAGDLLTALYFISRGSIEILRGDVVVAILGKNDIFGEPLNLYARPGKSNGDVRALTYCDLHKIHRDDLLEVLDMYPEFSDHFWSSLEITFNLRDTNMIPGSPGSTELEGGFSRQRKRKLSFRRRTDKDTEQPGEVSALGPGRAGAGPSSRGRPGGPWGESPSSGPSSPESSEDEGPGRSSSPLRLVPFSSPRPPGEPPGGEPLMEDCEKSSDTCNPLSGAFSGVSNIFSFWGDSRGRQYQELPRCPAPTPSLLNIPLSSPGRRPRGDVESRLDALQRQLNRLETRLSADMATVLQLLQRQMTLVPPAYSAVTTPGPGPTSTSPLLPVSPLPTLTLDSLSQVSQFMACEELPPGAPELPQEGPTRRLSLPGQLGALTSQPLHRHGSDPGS
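U2OS cells were transduced with wild-type KCNH2 virus (2.03 x 10^8 / mL) for 4 h at room temperature, then cultured overnight at 37 C. Thallium flux was read with FluxOr dye. Rate constants were normalized to DMSO controls.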
The depositor's hits bear a star; [ ] = remark or other dose. % is scaled to controls: 0 for no effect and ±100 for the full control effect. A portion of the library, so the mix of outcomes need not match the whole.

SMILES	Giardia kill	uPA surface inh	KCNH2 3.1 block	KCNH2 WT inh
NCC1OC(n2cnc3c(N)ncnc32)CC1O (centres undefined)	-4.0	3.7%	3.6	-6.5
O=C(O)c1ccccc1C(=O)c1ccc2oc(=O)[nH]c2c1	7.2	-3.6%	9.6	0.9
CCN(CC)S(=O)(=O)c1ccc(NC(=O)C2CC(=O)N(c3ccc4c(c3)OCCO4)C2)cc1 (centres undefined)	-18.2	0.7%	-23.2	18.9
COc1cccc(CC(=O)Nc2ccc(F)c(S(=O)(=O)N3CCOCC3)c2)c1	-4.2	0.0%	2.4	3.3
CCOC(=O)Cn1nc(/C=C/c2ccc(OC)cc2)ccc1=O	3.3	-1.6%	-4.2	8.3
CCN1C[C@@H]2[C@@H]3C(=O)N(C)C(=O)[C@@H]3[C@](Cc3ccccc3)(C1=O)N2C(=O)c1ccc(F)cc1	-13.6	9.0%	32.3	6.6
Cc1cc(C)cc(N2C(=O)C=CC2=O)c1	-21.2	-18.9%	-18.3	19.0
N#C/C(C(N)=O)=C1/CCCN1Cc1ccccc1	-9.1	-0.4%	-1.6	-9.9
CC(C)N1CCSC1=S	6.4	4.5%	-16.7	6.0
COc1cc(/C=C/C(=O)OCC(=O)N(CC(C)C)c2c(N)n(Cc3ccccc3)c(=O)[nH]c2=O)ccc1O	-3.7	-1.3%	-3.0	-2.2
CCOc1ccc(N2C(=O)CC(Sc3nc(O)c(CC)c(=O)[nH]3)C2=O)cc1 (centres undefined)	17.2	3.6%	3.1	-0.8
O=C(CCCCn1cnc2c(=S)nc[nH]c21)Nc1ccc(C(=O)O)cc1	-3.3	-1.1%	9.6	1.3
CN(CCNC(=O)c1c[nH]c2c1ccc1ccccc12)CCNC(=O)c1c[nH]c2c1ccc1ccccc12	12.4	-6.9%	-13.2	8.9
CC(=O)Nc1ccc(S(=O)(=O)O)c(OC(C)=O)c1	-13.7	3.0%	8.7	0.9
COc1ccc2nc3cc([N+](=O)[O-])ccc3c(NNc3ccc([N+](=O)[O-])cc3)c2c1	-21.6	-5.5%	-1.4	-5.8
CCNC(=S)NCC	-2.7	-7.0%	11.8	-5.7
CN(CC(=O)NCCc1ccc(S(N)(=O)=O)cc1)CC(=O)Nc1ccc(Cl)c(C(F)(F)F)c1	0.8	-7.9%	-9.0	-11.1
O=C(c1cccs1)N1CCN(C(=O)c2cccs2)C1=S	16.3	-8.8%	-11.6	10.5
O=C(O)CC1c2ccccc2CCN1S(=O)(=O)c1cccs1 (centres undefined)	-15.9	-1.4%	20.3	21.5
O=c1cn[nH]c2ccc(Br)cc12	8.4	6.9%	12.8	-23.3
CC(C)C[C@@H](CNCC(=O)[C@H](CC(C)C)NC(=O)c1[nH]cnc1C(=O)N[C@H](CN)CC(C)C)NC(=O)c1nc[nH]c1C(=O)N[C@@H](Cc1ccccc1)C(=O)O	50.3[activator]	20.5%	4.2	-7.6
Nc1ccccc1C(=O)NC1CCCNC1=O (centres undefined)	-2.3	4.5%	11.7	-6.8
Nc1ncnc2c(C3OC(CO)C(O)C3O)c[nH]c12 (centres undefined)	13.6	-11.2%	3.1	13.6
Cc1ccc(S(=O)(=O)Nc2ccc3nc(C)oc3c2)cc1	-3.8	-3.1%	-17.4	26.8
O=C(NN=Cc1c(O)ccc2ccccc12)C1CC1	-14.1	-12.7%	5.2	7.3

Just Giardia kill and KCNH2 3.1 block, for two of the compounds above:
Molecule	Giardia kill	KCNH2 3.1 block
O=c1cn[nH]c2ccc(Br)cc12	8.4	12.8
CC(C)C[C@@H](CNCC(=O)[C@H](CC(C)C)NC(=O)c1[nH]cnc1C(=O)N[C@H](CN)CC(C)C)NC(=O)c1nc[nH]c1C(=O)N[C@@H](Cc1ccccc1)C(=O)O	50.3[activator]	4.2

Going on with the list:
SMILES	Giardia kill	uPA surface inh	KCNH2 3.1 block	KCNH2 WT inh
O=C(NCC1CCCO1)c1ccccc1NS(=O)(=O)c1ccc(Br)s1 (centres undefined)	-9.4	-1.8%	22.9	-1.3
COC(=O)c1ccc(COC(=O)CNC(=O)CNC(=O)c2ccc(OC)cc2)cc1	-8.6	1.1%	8.5	-6.3
Cc1ccc(CNc2ncnc3[nH]ncc23)cc1	11.2	0.6%	-5.8	0.1
COc1ccc(C2OCC(C)(C)CO2)cc1OC	14.3	0.6%	-5.3	-2.1
CNC(=S)NNc1nc(-c2ccccc2)c2cc(Cl)ccc2n1	12.1	-0.2%	4.9	-17.8
COc1ccc(NS(=O)(=O)c2cccc(C(=O)NCc3ccccc3CN3CCOCC3)c2)cc1	-25.0	14.8%	-15.2	2.9
O=C(CN1CCCCC1)Nc1ccc(S(=O)(=O)c2ccc(NC(=O)CN3CCCCC3)cc2)cc1	-11.6	-3.7%	0.0	-0.5
CC(C)C[C@@H](CNCC(=O)[C@H](Cc1c[nH]c2ccccc12)NC(=O)c1[nH]cnc1C(=O)N[C@@H](C)CN)NC(=O)c1nc[nH]c1C(=O)N[C@@H](C)C(=O)O	30.0	7.7%	2.8	-7.2
CCCn1nc(C(=O)Nc2cc(OCC)c(N3CCOCC3)cc2OCC)c2ccccc2c1=O	-2.3	0.6%	-3.1	-1.2
NC(=O)/C(=C\c1ccco1)NC(=O)c1ccc(Br)o1	-6.7	3.7%	19.7	4.8
O=C(Nc1cc(Cl)cc2c1-c1ccc(Cl)cc1C2O)C(Cl)Cl (centres undefined)	25.9	-12.3%	-35.1	-19.0
C=CCNC(=O)C1CC2c3ccccc3C1c1ccccc12 (centres undefined)	12.4	6.6%	10.0	-0.6
Nc1c(Cl)cnn(-c2ccccc2)c1=O	-7.6	-1.8%	-3.7	1.0
Cn1c(=O)c2c(nc(CN3CCOCC3)n2CC(=O)c2ccccc2)n(C)c1=O	9.2	2.0%	3.9	6.7
Cc1ccc(S(=O)(=O)N2CCC[C@H]2C(=O)OCC(=O)N2c3ccccc3NC(=O)C2(C)C)cc1	18.1	-7.5%	-29.5	0.4
OC1CC2CCC(C1)N2CCCN1c2ccccc2Sc2ccc(Cl)cc21 (centres undefined)	-7.9	-4.7%	-36.7	-9.6
O=S(=O)(Nc1ccc(Nc2ccccc2)cc1)c1ccc(F)cc1	1.1	3.2%	6.6	6.0
CCCCn1c(N)c(N(CC(C)C)C(=O)CSc2nnc(C)n2-c2ccccc2)c(=O)[nH]c1=O	-9.9	4.3%	-1.8	0.9
C/C=C(\C)C(=O)NCCN1C2=NC[C@@H](Cc3ccccc3)N2C[C@@H]1Cc1ccc(OC)cc1	-11.8	-8.7%	-20.2	3.8
COc1cc(C(=O)c2ccccc2C(=O)O)c(OC)c2c1CCCC2	-26.4	4.1%	5.9	0.6
CCCCN(C(=O)CSCC(=O)Nc1ccc(OC)cc1)c1c(N)n(CC(C)C)c(=O)[nH]c1=O	-10.4	18.6%	6.6	-7.1
CCN(CC)c1ccc(S(=O)(=O)N2CCOCC2)cc1NC(=O)COC(=O)/C=C/c1ccccc1	-19.8	-5.6%	-8.9	-2.5
C[C@H](O)[C@@H]1C(=O)N2CCc3ccc(N4CCN(C)CC4)cc3[C@@H]2C[C@@H]1N(C)C(=O)Nc1cc(Cl)cc(Cl)c1	5.0	16.3%	23.2	-0.5
O=C1c2ccccc2C(=O)C1C(=O)C1CC1	1.1	-3.1%	-19.3	0.6
CCN(CC(=O)Nc1ccc(OC)cc1)C(=O)c1ccc(OCc2c(C)noc2C)cc1	18.2	2.4%	-24.0	-0.3

Compound profiles, from the list above. Order of values: Giardia kill, uPA surface inh, KCNH2 3.1 block, KCNH2 WT inh
COc1cc(C(=O)c2ccccc2C(=O)O)c(OC)c2c1CCCC2 is entered as -26.4, 4.1%, 5.9, 0.6
O=C(Nc1cc(Cl)cc2c1-c1ccc(Cl)cc1C2O)C(Cl)Cl (centres undefined) is entered as 25.9, -12.3%, -35.1, -19.0

Next structures
SMILES	Giardia kill	uPA surface inh	KCNH2 3.1 block	KCNH2 WT inh
CNC(=O)c1cc(NC(=O)N(CCC#N)CCN(C(=O)NC(Cc2ccccc2)C(=O)NC(CC(C)C)C(=O)NC)c2ccccc2)ccc1OC (centres undefined)	-7.0	-3.6%	-0.4	-0.7
CC(=NNC(=S)N1CCCCCC1)c1cccc2cccnc12	-2.1	-10.7%	0.3	13.9
COc1ccc(C(=O)NC2CCCCCCC2)cc1OC	-9.9	-8.9%	-2.1	1.0
COc1ccc2c(c1)C(CC(=O)NN)CCC2 (centres undefined)	0.6	-23.1%	0.7	5.9
O=C1OC(c2ccccc2)Sc2ccccc21 (centres undefined)	1.5	0.1%	11.8	-0.5
COc1cc(C(=O)NC2CCCCCCC2)cc(OC)c1OC	10.8	2.3%	10.7	-6.1
CCOC(=O)C1=C(C)N(CCCC(=O)O)C(=O)NC1C(CC)CC (centres undefined)	3.9	11.8%	14.3	-6.5
Cc1cc(O)cc2c1C1CCC3(C)C(O)CCC3C1C=C2 (centres undefined)	-3.3	-4.9%	-0.7	-5.8
CCN(CC)c1nc(NN)nc(Nc2ccc(C)c(Cl)c2)n1	2.0	0.0%	-10.9	25.7
Cc1ccc(Nc2ncnc(Cl)c2N)cc1	14.4	-0.6%	11.7	1.2
N#CC1C(=N)Cc2ccccc2-c2ccccc21 (centres undefined)	-7.7	-11.9%	-0.6	-7.5
CCN(CC(=O)NCc1cccs1)C(=O)c1cccc(S(=O)(=O)N(CC)c2ccccc2)c1	53.4[activator]	-7.9%	4.3	41.5
COc1cccc(C2NC(=O)NC(C)=C2C(=O)OCCSC)c1OC (centres undefined)	6.0	-6.3%	23.1	-19.8
C=CCOC(=O)C1=C[C@@H](c2csc3ccccc23)[C@H](CCCO)[C@@H](OCC)O1	1.5	19.9%	11.2	-16.7
O=C1OC(N2CCN(Cc3ccccc3)CC2)c2ccccc21 (centres undefined)	13.2	3.9%	14.9	-3.5
CC(C)(C)c1ccc(OCC(O)CN2CCc3ccccc3C2)cc1 (centres undefined)	5.5	8.1%	-34.3	2.8
O=C(O)C(=Cc1cc2c(cc1[N+](=O)[O-])OCO2)c1cc2c(cc1Br)OCO2	-5.0	-1.6%	14.6	4.5
C#CCOCCOCCOCCNc1nc(N2CCN(C(=O)[C@H](CCCCN)n3cc(CCC(=O)O)nn3)CC2)nc(N2CCN(C(=O)[C@H](Cc3ccc(O)cc3)n3cc(CCO)nn3)CC2)n1	12.0	-1.2%	20.8	0.8
O=C(NNC(=S)Nc1ccc(C(=O)O)c(O)c1)c1ccncc1	17.8	-5.5%	-6.5	-0.6
O=C(C=Cc1ccco1)c1ccc([N+](=O)[O-])cc1	-14.9	-0.9%	11.9	-3.5
Cc1ccccc1NC(=O)Cc1nc(COC(=O)c2ncc(Cl)c(Cl)c2Cl)cs1	-13.5	0.3%	25.8	-2.2
CC(C)C[C@@H](CNCC(=O)[C@H](CC(C)C)NC(=O)c1[nH]cnc1C(=O)N[C@@H](C)CN)NC(=O)c1nc[nH]c1C(=O)N[C@@H](C)C(=O)O	-7.3	6.3%	-8.1	-13.3
COC(=O)C1=C(C)N(CCCC(=O)O)C(=O)NC1c1ccc([N+](=O)[O-])cc1 (centres undefined)	25.6	9.2%	7.3	-4.4
CC1CC(=O)c2ccccc2C1C (centres undefined)	-12.3	2.4%	-2.4	1.2
CC(C)C[C@@H](CN1CCCC1CN1C(=S)NC[C@@H]1Cc1ccc(O)cc1)N1C[C@H](Cc2ccc(O)cc2)N(CCc2ccccc2)C1=S (some centres undefined)	-13.4	-25.3%	-78.6*	-121.4*

Part of the list above in another layout.
| Molecule | Giardia kill | uPA surface inh | KCNH2 3.1 block | KCNH2 WT inh |
| --- | --- | --- | --- | --- |
| CCN(CC)c1ccc(S(=O)(=O)N2CCOCC2)cc1NC(=O)COC(=O)/C=C/c1ccccc1 | -19.8 | -5.6% | -8.9 | -2.5 |
| C[C@H](O)[C@@H]1C(=O)N2CCc3ccc(N4CCN(C)CC4)cc3[C@@H]2C[C@@H]1N(C)C(=O)Nc1cc(Cl)cc(Cl)c1 | 5.0 | 16.3% | 23.2 | -0.5 |
| O=C1c2ccccc2C(=O)C1C(=O)C1CC1 | 1.1 | -3.1% | -19.3 | 0.6 |

(continued)
SMILES	Giardia kill	uPA surface inh	KCNH2 3.1 block	KCNH2 WT inh
NC1=NC(c2ccc([N+](=O)[O-])cc2)N(c2ccc(F)cc2)C(N)=N1 (centres undefined)	-6.9	-5.0%	3.8	-1.0
COc1ccc(-c2nnn(CC(=O)N(Cc3ccc(F)cc3)C(C(=O)NC3CCCC3)c3ccc(F)cc3)n2)cc1 (centres undefined)	2.6	-6.5%	1.4	17.3
CCCCNC(=O)c1onc(CSc2ccc(F)c(F)c2)c1C(=O)NCCCC	15.4	11.8%	-3.4	1.4
NC(=S)NN=C1CCC(C2CCCCC2)CC1 (centres undefined)	-4.3	-4.7%	20.4	15.4
O=C(Nc1ccccc1OC(=O)c1ccccc1)c1ccccc1	-1.8	11.2µM*	11.5	19.6
Cc1ccc2cc(CN(CC3CCCO3)S(=O)(=O)c3ccc4c(c3)OCCO4)c(=O)[nH]c2c1C (centres undefined)	9.7	-10.3%	-13.3	-16.2

Screens: PubChem BioAssay, National Center for Advancing Translational Sciences (NCATS)
